Screening data as filed in PubChem BioAssay.
Tb PYK inh – qHTS of Trypanosoma Brucei Inhibitors; Potency, µM (doses to about 76.8 µM), for inactives: at the top dose activity, negative = inhibition, most hits filed as inhibitors; TbPYK enzyme, Kinase-Glo Plus ATP luminescence, 45 min; 410,000 tested, 0.12% active; pyruvate kinase (Trypanosoma brucei), Q57TT1; AID 624173, 2012; note: potency is the fitted concentration of half-maximal effect; nearly all actives have a fitted effect of over 50% in size
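Luminescent Kinase-Glo Plus end-point after 45 min room-temperature reaction of T. brucei pyruvate kinase started with 130 uM ADP (final). Buffer TEA 50 mM pH 7.2 with KCl, MgCl2, BSA, Tween-20; titration-based qHTS with fitted concentration-effect curves.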
AmpC inh detg – qHTS Inhibitors of AmpC Beta-Lactamase (assay with detergent); AmpC hydrolysis of nitrocefin, absorbance 480 nm, 0.01% Triton; Potency, µM (titrated, usually from 114 µM), inactives show top-dose activity change, negative = inhibition, most hits filed as inhibitors; 370,000 tested, 0.041% active;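 note: potency is the fitted concentration of half-maximal effect; 0% = no-compound wells and -100% = no-enzyme wells; nearly all actives have a fitted effect of over 25% in size; some results filed as inactive show a strong effect at the top dose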
Target sequence (P00811 whole entry, looked up): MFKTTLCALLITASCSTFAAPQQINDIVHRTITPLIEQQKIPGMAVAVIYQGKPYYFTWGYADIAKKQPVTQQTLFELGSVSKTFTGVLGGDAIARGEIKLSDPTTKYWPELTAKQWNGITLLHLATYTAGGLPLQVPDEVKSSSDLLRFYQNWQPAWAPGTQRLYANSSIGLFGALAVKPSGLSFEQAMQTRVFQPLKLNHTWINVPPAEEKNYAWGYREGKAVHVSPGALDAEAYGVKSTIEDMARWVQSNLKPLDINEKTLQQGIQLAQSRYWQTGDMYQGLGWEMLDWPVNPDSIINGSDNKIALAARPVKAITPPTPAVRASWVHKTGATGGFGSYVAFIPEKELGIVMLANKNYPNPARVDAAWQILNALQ
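20 mM phosphate pH 7.0 + 0.01% (detergent screen) or 0.0001% Triton X-100; 5.3 nM AmpC reagent; cpd preinc 15 min RT; nitrocefin (800 uM stock) to start; A480 q20 s × 4 min; Activity was normalised to no-enzyme and no-compound control wells.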
LmPK inh – qHTS Assay for Inhibitors of Leishmania Mexicana Pyruvate Kinase (LmPK). Q27686. purified LmPK, Kinase-Glo ATP luminescence, 1 h. Potency, µM (series often up to 57.5 µM), for the others: top-dose activity change, negative = inhibition, actives largely listed as inhibitors. 290,000 tested, 0.37% active; note: potency is the fitted concentration of half-maximal effect
Target sequence (Q27686 whole entry, looked up): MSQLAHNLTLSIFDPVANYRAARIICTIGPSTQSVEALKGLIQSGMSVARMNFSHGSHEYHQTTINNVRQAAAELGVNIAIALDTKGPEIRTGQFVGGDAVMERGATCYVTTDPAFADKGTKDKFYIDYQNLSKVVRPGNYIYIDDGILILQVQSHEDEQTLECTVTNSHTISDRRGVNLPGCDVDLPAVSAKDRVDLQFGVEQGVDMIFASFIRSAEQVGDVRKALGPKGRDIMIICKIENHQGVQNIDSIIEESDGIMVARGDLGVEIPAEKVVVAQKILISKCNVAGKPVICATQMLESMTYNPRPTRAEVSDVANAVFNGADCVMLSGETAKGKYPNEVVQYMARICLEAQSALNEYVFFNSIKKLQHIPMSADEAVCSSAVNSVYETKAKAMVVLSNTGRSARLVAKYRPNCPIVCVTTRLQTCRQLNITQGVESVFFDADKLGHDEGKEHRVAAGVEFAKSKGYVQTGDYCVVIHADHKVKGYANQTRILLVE
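In 50 mM imidazole pH 7.2 with 7 mM MgCl2, LmPK (0.1 nM) turned over PEP (0.5 mM) and ADP (0.1 mM) for 1 h at room temperature. Luciferase read-out of ATP.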
AMA1-RON2 inh – qHTS for Inhibitors of AMA1-RON; Towards Development of Antimalarial Drug Lead: Primary Screen; Plasmodium falciparum AMA1 (3D7) - RON2 peptide interaction; AlphaScreen AMA1-biotinylated RON2 peptide binding; Potency, µM (top dose mostly 58.2 µM), for the others: top-dose activity change, negative = inhibition, most hits filed as inhibitors; 360,000 tested, 0.2% active; AID 720542, 2013;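 note: potency is the fitted concentration of half-maximal effect; 0% = vehicle wells and -100% = peptide control; nearly all actives have a fitted effect of over 45% in size; some results filed as inactive show a strong effect at the top dose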
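AMA1 (3D7) with his tag at 25 nM final met compounds first, then biotinylated RON2 peptide at 25 nM; detection used donor plus acceptor beads, 10 µg/mL apiece, read by AlphaScreen after 30 min at room temperature.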
HCMV inh – qHTS Assay for inhibitors of the human cytomegalovirus (HCMV); HFF cells, HCMV-luciferase reporter, 72 h; stronger effect = lower value; activity change, negative = inhibition, % at 57.5 µM; 410,000 tested, 4.5% active; in the data active = activity change below about -60%; inconclusive = no clear call, values can overlap the other calls; inactive = above about -39%
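Inhibition of viral replication was scored as loss of reporter luminescence in HFFs infected with HCMV-luciferase (MOI 1 PFU/cell) for 72 h; compounds tested at 2 doses, normalized to buffer and Salinomycin controls.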
AmpC no deterg – qHTS Inhibitors of AmpC Beta-Lactamase (assay without detergent); P00811; AmpC nitrocefin hydrolysis, absorbance 480 nm, 0.0001% Triton; Potency, µM (top dose mostly 57.1 µM), without a hit: top-dose activity change, negative = inhibition, usual class: inhibitors; 330,000 tested, 0.52% active; AID 485341, 2010;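 note: potency is the fitted concentration of half-maximal effect; plate controls were no compound for no effect and no enzyme for full effect; nearly all actives have a fitted effect of over 20% in size; some results filed as inactive show a strong effect at the top dose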
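AmpC (5.3 nM in the dispensed reagent) in 20 mM phosphate pH 7.0 with 0.01% (detergent screen) or 0.0001% Triton X-100 was preincubated with compounds for 15 min at room temperature. Nitrocefin was then added from an 800 uM solution, and hydrolysis was followed at 480 nm.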
Sm TGR inh – qHTS Assay for the Inhibitors of Schistosoma Mansoni Peroxiredoxins | purified TGR, DTNB reduction, TNB absorbance 405 nm | Potency, µM (highest dose often 114 µM), for the others: top-dose activity change, negative = inhibition, most hits filed as inhibitors | AID 485364, 2010 | Schistosoma mansoni thioredoxin glutathione reductase (TGR), Q962Y6 | 360,000 tested, 3% active; note: potency is the fitted concentration of half-maximal effect; nearly all actives have a fitted effect of over 60% in size
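TGR 20 nM + NADPH 100 uM (dispensed conc.), cpd preinc 15 min RT; start with NADPH (500 uM addition) then DTNB (15 mM addition). Kinetic TNB absorbance, 405 nm filter. Four-parameter Hill fit across titration.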
* marks the source's active call; other numbers are inactive results; ? = inconclusive; nt = no result given; [ ] = remark or other dose. Unless noted, calls come from the whole dose curve; as a rule, active = well fitted curve in the direction sought with a large enough effect; inconclusive = small, poorly fitted or top-dose-only effect, or another doubt; inactive = no such curve, though single readings can be large; an effect the other way counts as inactive or inconclusive. Unless noted, % is set by controls: 0 for no effect and ±100 for the full control effect.

SMILES | Tb PYK inh | AmpC inh detg | LmPK inh | AMA1-RON2 inh | HCMV inh | AmpC no deterg | Sm TGR inh
O=c1oc(-c2ccccc2Br)nc2ccccc12 | -0.5% | 0.3% | 4.8% | 0.4% | ? | -17.7% | -1.9%
Cc1cc([N+](=O)[O-])ccc1NC1CCCC1 | -0.5% | -1.5% | 2.5% | -3.3% | -71.6* | -20.5% | -5.5%
COc1cc2c(C(=O)N3CCN(c4cccc(C(F)(F)F)c4)CC3)cn(CC(C)C)c(=O)c2cc1OC | 1.6% | -7.1% | nt | nt | -12.9 | nt | 6.5%
Cc1c(CNCc2ccc(OC(C)C)cc2)c(C(=O)O)c(C)n1Cc1ccc(Cl)cc1 | -23.1% | 12.0% | nt | nt | 23.1 | nt | -14.6%
CCCOP(=O)(c1ccc(N(C)C)cc1)C(O)c1cc(OC)c(OC)c(OC)c1 (stereo not given) | 3.2% | -13.3% | 3.0% | -5.6% | -11.6 | 22.6% | -3.2%[11.4 µM]
O=[N+]([O-])c1ccc(Oc2cccnc2)c([N+](=O)[O-])c1 | 3.7% | nt | nt | 5.7% | 2.2 | nt | nt
CCc1noc(C)c1C(=O)OCC(=O)N(CCOC)c1c(N)n(Cc2ccccc2)c(=O)[nH]c1=O | -3.0% | ? | nt | 2.7% | -19.1 | 58.3%[activator] | 0.5%
CCCS(=O)(=O)c1nc(S(=O)(=O)c2ccc(C)cc2)c(NCC(C)C)s1 | 6.4% | 13.3% | nt | nt | -8.3 | nt | -1.8%
O=C1c2c(O)cc(O)cc2O[C@H](c2ccc(O)c(O)c2)[C@H]1O | -18.0% | ? | 9.0% | -18.5% | -9.7 | -35.8% | ?
CCCN(CCC)C(=O)Cc1c(-c2ccc(Cl)cc2)nc2c(Cl)cc(Cl)cn12 | -4.9% | -5.4% | nt | -6.2% | 99.0 | -17.7% | -15.8%
CCC(C)(C)n1nnnc1C(c1ccc(C)cc1)N1CCN(Cc2ccc3c(c2)OCO3)CC1 (stereo not given) | -0.1% | 1.2% | 4.9% | -2.2% | 0.8 | -4.3% | 2.1%
COc1ccc(OC)c(N2C(N)=C(C#N)C(c3ccc(OC)c(O)c3)C3=C2CC(C)(C)CC3=O)c1 (stereo not given) | -11.0% | -15.4% | 1.0% | -4.2% | nt | -1.8% | 19.1%
CCOc1ccc(CNS(=O)(=O)c2cc3c(cc2C)NC(=O)CO3)cc1OC | -11.5%[15.4 µM] | -5.9% | nt | nt | 0.0 | nt | -0.2%
Cc1cc(C)c(C)c(OCC(=O)N2CCOCC2)c1 | -5.1% | -2.4% | 0.6% | 12.5% | 8.3 | 15.4% | -10.9%
CCCCCCn1c(=O)n2n(c1=O)[C@@H]1CN(S(=O)(=O)c3ccc(C)cc3)C[C@]1(O)[C@@H](OC(=O)NC1CCCC1)C2 | -16.0% | nt | nt | 2.4% | 0.2 | nt | nt
CN1C2C=C(N(C(=O)c3ccc(Cl)cc3)c3ccccc3)CC1CC2 (stereo not given) | -1.6% | -2.2% | -5.3% | 1.7% | -24.6 | 1.5% | -0.3%
Cc1nc(C(F)(F)F)ccc1C(=O)N1CCC1(C)C(=O)NS(=O)(=O)c1ccccc1 (stereo not given) | -3.9% | nt | nt | 0.9% | -8.7 | nt | nt
CC(C)C[C@@H](COCc1cccc(Cl)c1)N1CCN(C(=O)c2ccc(C(F)(F)F)cc2)CCC1=O | 3.4% | nt | nt | 0.4% | -16.1 | nt | nt
O=C(NCc1ccccc1)C(c1ccc(F)cc1)N(Cc1cccs1)C(=O)c1cnccn1 (stereo not given) | -3.3% | -14.8% | -0.8% | 3.3% | -19.0 | 26.0% | -0.3%
COc1ccc(S(=O)(=O)N2Cc3ccccc3CC2C(=O)Nc2ccc(C)cc2)cc1OC (stereo not given) | 2.2% | 8.8% | nt | nt | -3.3 | nt | 18.5%
CCOC(=O)N1CCN(C(=O)CCCn2c(=S)[nH]c3ccsc3c2=O)CC1 | -6.3% | -2.7% | -12.0% | 77.0%[activator] | -36.4 | -17.7% | -0.7%
CCN(CC)C(=O)CCSc1nnc(-c2ccncc2)o1 | -13.3% | -0.8% | -4.2% | -27.4% | -15.1 | -18.2% | 5.7%
Cn1c(=O)[nH]c(=O)c2c1nc(Br)n2Cc1ccccc1F | -13.9% | 8.8% | 0.4% | 2.6% | 30.3 | -9.7% | 24.4%
COc1ccc(C2c3c(n(C)c4ccccc34)C(=O)N2CC(=O)Nc2cc(Cl)ccc2C)cc1 (stereo not given) | 8.6%[15.4 µM] | 11.5% | nt | nt | 0.0 | nt | -0.5%
CC1(C)CC(=O)N(c2ccc(Cl)c(Cl)c2)C(=O)C1 | -9.4% | 2.5% | -4.4% | 9.4% | -18.2 | -8.5% | 7.7%

Overlap with the part before: 2 entries; new compounds follow.
SMILES | Tb PYK inh | AmpC inh detg | LmPK inh | AMA1-RON2 inh | HCMV inh | AmpC no deterg | Sm TGR inh
COc1ccc(C2c3c(n(C)c4ccccc34)C(=O)N2CC(=O)Nc2cc(Cl)ccc2C)cc1 (stereo not given) | 8.6%[15.4 µM] | 11.5% | nt | nt | 0.0 | nt | -0.5%
CC1(C)CC(=O)N(c2ccc(Cl)c(Cl)c2)C(=O)C1 | -9.4% | 2.5% | -4.4% | 9.4% | -18.2 | -8.5% | 7.7%
Cc1ccc(-c2nnc(-c3cc(C)on3)o2)cc1 | -5.1% | 3.1% | -10.8% | 1.2% | 64.8 | -7.3% | -0.9%
COc1ccccc1N1CCN(C(=O)C2CCN(C(=O)c3ccccc3Cl)CC2)CC1 | -1.0% | 0.4% | -1.1% | -9.8% | 26.1 | 143.8%[activator] | 0.0%
CCC1(CC)N([O-])C(C)=C(c2ccccc2)[N+]1=O | -1.8% | -0.9% | -1.5% | 9.2% | -6.7 | -9.9% | 2.4%
NC(=O)c1c(NC(NC(=O)c2ccco2)C(=O)c2ccc(Cl)cc2)sc2c1CCCC2 (stereo not given) | -10.6% | -10.6% | 12.7% | 0.3% | 1.0 | -8.1% | 31.6µM*
Cc1cc(C)cc(OCC(=O)N(Cc2ccco2)c2c(N)n(Cc3ccccc3)c(=O)[nH]c2=O)c1 | 0.0% | -0.1% | nt | -1.2% | 0.0 | -33.8% | ?
COc1ccc(C)cc1NC(=O)CN1CCN(c2ccccc2F)CC1 | -6.1% | 5.9% | -10.0% | 1.2% | 50.6 | 20.5% | 5.9%
COc1cc(-c2nc3ccccn3c2/N=C/c2cc(OC)c(OC)c(OC)c2)ccc1O | 6.5% | nt | nt | -4.5% | 28.9 | nt | nt
O=C1c2oc3ccccc3c(=O)c2C(c2cccnc2)N1Cc1ccco1 (stereo not given) | 3.5% | 2.5% | 2.0% | -5.1% | -11.5 | -15.3% | ?
COc1ccccc1NC(=O)OCC#CCOC(=O)Nc1ccccc1OC | 5.2% | -0.4% | -2.3% | 0.0% | 11.2 | -34.0% | 5.9%
CCSc1cc(C2C(C#N)=C(N)Oc3n[nH]c(C)c32)c(C)o1 (stereo not given) | 0.0% | 3.7% | 1.4% | -6.6% | -5.4 | -6.9% | -7.3%
COc1ccc(-n2nc(N)c(C(N)=O)n2)cc1 | -18.3% | -6.7% | -5.0% | 13.7% | -25.6 | -9.2% | 4.6%
Cc1ccc(C(=O)COC(=O)C2CC(=O)N(c3nc(-c4ccccc4)cs3)C2)cc1 (stereo not given) | 11.6% | -17.6% | -3.1% | -10.1% | 56.5 | -20.9% | 3.5%
O=C(Oc1ccc2ccccc2c1Br)N1CCCCCC1 | -20.4% | -3.9% | -12.0% | 30.6%[activator] | -82.1* | -3.9% | -16.7%
CC(=O)NCC(c1cccs1)S(=O)(=O)c1ccc(F)cc1 (stereo not given) | 0.9% | -0.6% | -1.9% | 13.3% | 10.0 | -8.8% | -6.3%
COc1ccc(N(C(=O)Cn2nnc(-c3ccc(F)cc3)n2)C(C)C(=O)NC2CCCC2)cc1OC (stereo not given) | -0.8% | 0.2% | 6.0% | 4.2% | -12.0 | 31.1% | 0.0%
COc1ccc2cc(CN(Cc3ccco3)Cc3nnnn3C3CCCCC3)c(=O)[nH]c2c1 | -1.8% | -18.8% | -1.4% | 1.4% | -84.0* | 78.9%[activator] | -32.0%
CS(C)(=O)=NS(=O)(=O)c1ccc(Cl)cc1 | 1.1% | -8.6% | 2.0% | -11.1% | -23.6 | -4.1% | -3.7%
CSc1ccccc1OCc1cc(C(=O)N(Cc2nccn2C)C(C)C)no1 | 4.3% | 2.5% | -2.7% | -1.3% | 48.8 | 68.7%[activator] | -1.3%
COC(=O)/C(=C/c1ccc2c(c1)c1ccccc1n2C)NC(=O)c1ccccc1 | 0.4% | ? | 4.6% | -2.8% | ? | -1.8% | -13.6%
Cc1cc(C(=O)N2CCCC(N3CCN(c4ccccc4C)CC3)C2)n(C)n1 (stereo not given) | -0.3% | 3.7% | -1.0% | 10.7% | 0.7 | 143.3%[activator] | -32.1%
CCOC(=O)CCCNC(=O)CCNC(=O)c1ccc(OC(C)C)cc1 | 2.1% | 3.7% | -7.0% | 5.6% | 6.6 | -2.9% | 8.8%
O=C(O)C1C2CCC(C2)C1C(=O)NCCc1ccc(F)cc1 (stereo not given) | 2.4% | -11.7% | -7.0% | 10.9% | 3.6 | -3.9% | -15.8%
CC(C)c1ccc(N(C(=O)c2csnn2)C(C(=O)NC2CCCC2)c2ccncc2)cc1 (stereo not given) | -2.7% | -0.1% | -5.0% | 3.6% | 2.4 | 23.9% | -2.3%
Cc1nc2c(C)cccn2c1/C(O)=C1\C(=O)C(=O)N(CCN(C)C)C1c1ccco1 (stereo not given) | 0.2% | 1.7% | 2.4% | 5.8% | 11.4 | -1.7% | -8.8%
Cn1c(/C=C(\C#N)C(N)=S)ccc1-c1ccc(Br)cc1 | -5.9% | -6.5% | -0.2% | -0.5% | 45.7 | -44.8% | -18.2%
COc1ccc(CNn2c(C)nc3ccccc3c2=O)cc1 | 3.0% | -15.7% | 0.6% | -15.7% | 47.1 | 0.6% | -16.1%
